Compound activity from PubChem.
SUMO1-SIM PPI: modulators of SUMO1 protein-protein interactions, primary screen, biochemical, uHTS; Small ubiquitin-related modifier 1 (Homo sapiens), P63165; SUMO1 binding to a labelled peptide, TR-FRET, 1 h; inhibition, % at 20 µM; hit rate 0.33% among 360,000; in the data active = inhibition above about 37%
Target sequence (P63165 whole entry, looked up): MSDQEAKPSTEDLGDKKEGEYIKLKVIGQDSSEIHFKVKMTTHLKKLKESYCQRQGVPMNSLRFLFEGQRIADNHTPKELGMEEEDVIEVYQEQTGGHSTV
LMPTP block: LMPTP phosphatase inhibitors, primary screen, biochemical, fluorescence intensity, uHTS; recombinant LMPTP-A, OMFP fluorogenic substrate; inhibition, % at 20 µM; hit rate 0.22% among 360,000; AID 651560, 2012;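 active = compounds that cut the enzyme signal by at least half of the control window in the single-dose screen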;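 note: plate controls were DMSO wells with enzyme plus substrate for no effect and substrate without enzyme for full effect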
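Assay system: LMPTP-A enzyme. Input: 0.625 nM LMPTP-A final. Probe or stimulus: 400 µM OMFP. Compound dosing: single 20 µM dose. Schedule: 50 min dark incubation at room temperature. Detection: fluorescence intensity of OMFP turnover product. Read-out: percent inhibition versus substrate-only and uninhibited controls. Benchmarks: no-enzyme low control, uninhibited high control.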
MT1-MMP act inh: blockers of MT1-MMP proenzyme processing, primary screen, HT1080 RFP-PRO-GFP cells, GFP/RFP fluorescence; GFP/RFP ratio fluorescence, overnight; percent of plate control window, DMSO zero; GFP/RFP ratio change, % at 20 µM; hit rate 0.061% among 360,000; AID 651647, 2012;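 active = GFP/RFP ratio change of at least 30% with cell ATP level not reduced by more than half and red fluorescence within 50% of control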; note: strong numbers were not always called active
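Test system: HT1080 RFP-PRO-GFP cells; Benchmarks: DMSO and RFP-L50D-GFP cell wells; Timing: cells overnight before dosing, compound overnight, 37 °C, 5% CO2; Compound: one 20 µM compound dose with 1% DMSO; Read-out: GFP/RFP fluorescence ratio.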
STEP block: STEP phosphatase inhibitors, primary screen, biochemical, fluorescence intensity, uHTS. inhibition, % at 20 µM. hit rate 0.25% among 360,000. Tyrosine-protein phosphatase non-receptor type 5 (Homo sapiens), P54829. recombinant STEP, OMFP fluorogenic substrate;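 active = inhibition at 20 µM, scaled per plate between control wells, above about 37%, limit read from the data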;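 note: 0% = DMSO with enzyme and substrate and 100% = substrate only without enzyme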
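material = STEP tyrosine phosphatase | reagent = fluorogenic phosphatase substrate OMFP at 25 µM final | doses = single compound dose of 20 µM, 1% DMSO final | schedule = 20 min reaction, room temperature, in the dark | measured by = fluorescence, 480/540 nm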
Scp-1 inhibitor: Scp-1 phosphatase inhibitors, primary screen, biochemical, colorimetric, uHTS | Recombinant Scp1, phosphopeptide, malachite green phosphate absorbance | inhibition, % at 20 µM | hit rate 0.88% among 340,000;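 active = inhibition above about 50% at 20 µM, limit read from the data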;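 note: plate controls were DMSO wells with enzyme for no effect and wells lacking enzyme for full effect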
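Test system: SCP-1 catalytic domain; Buffer or medium: Acidic Tris acetate buffer with magnesium and detergent; Also added: Phosphorylated 17-residue peptide substrate; Compound: single 20 µM dose, 1% DMSO; Schedule: enzyme reaction 45 min at room temperature, colour 5 min, stabilisation 30 min; Signal: Phosphate-binding colour reagent, absorbance read at 630 nm.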
DNMT1 block: human DNMT1 methyltransferase inhibitors, primary screen, biochemical, molecular beacon, fluorescence, HinP1I cleavage, uHTS | DNA (cytosine-5)-methyltransferase 1 (Homo sapiens), P26358 | inhibition (reported as % activation of signal), % at 10 µM | hit rate 0.83% among 360,000; in the data active = inhibition above about 50%
NadD inh: inhibitors of S. aureus NadD, primary screen, biochemical, colorimetric, uHTS | Nicotinate-nucleotide adenylyltransferase NadD (Staphylococcus aureus N315) | purified NadD enzyme, colorimetric absorbance read-out | inhibition, % at 20 µM | hit rate 0.78% among 360,000; in the data active = inhibition above about 26%; note: some compounds past the cut are filed as inactive
SKN-1 block: suppressors of acrylamide-induced Pgst-4::GFP reporter in worms, primary screen, SKN-1 inhibitor project, whole organism, uHTS, GFP/RFP fluorescence ratio, strain VP596; C. elegans VP596 Pgst-4::GFP/RFP ratio, 24 h; inhibition, % at 21.8 µM; hit rate 0.49% among 360,000;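 active = interference check ratio from 0.5 to 1.5 plus GFP to RFP signal ratio inhibition reaching or exceeding a fixed threshold, cut at about 30% in these data, passing the limit was not always enough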; note: some compounds called inactive have numbers as strong as hits
Rpn11 block: Rpn11 (PSMD14) deubiquitinase inhibitors, primary screen, biochemical, fluorescence polarization, uHTS; hit rate 0.59% among 360,000; human 26S proteasome, Ub4-pepOG fluorescence polarization; 20S core pre-blocked with epoxomicin; 26S proteasome non-ATPase regulatory subunit 14 (Homo sapiens), O00487; AID 588493, 2011; calls only at 20 µM;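 active = inhibition at 20 µM, scaled to each plate's controls, above about 33%, limit read from the data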
CendR NRP1 mod: modulators of CendR peptide binding to NRP-1, primary screen, biochemical, fluorescence polarization, uHTS; Neuropilin-1 (Homo sapiens), O14786; FAM-RPARPAR peptide binding to NRP-1; inhibition, % at 25 µM; hit rate 0.85% among 360,000; AID 602438, 2012;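 active = inhibition or corrected inhibition above about 18%, plus a signal ratio from 0.5 to 1.5, limit read from the data, passing the limit was not always enough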; note: strong numbers were not always called active
Target sequence (O14786 whole entry, looked up): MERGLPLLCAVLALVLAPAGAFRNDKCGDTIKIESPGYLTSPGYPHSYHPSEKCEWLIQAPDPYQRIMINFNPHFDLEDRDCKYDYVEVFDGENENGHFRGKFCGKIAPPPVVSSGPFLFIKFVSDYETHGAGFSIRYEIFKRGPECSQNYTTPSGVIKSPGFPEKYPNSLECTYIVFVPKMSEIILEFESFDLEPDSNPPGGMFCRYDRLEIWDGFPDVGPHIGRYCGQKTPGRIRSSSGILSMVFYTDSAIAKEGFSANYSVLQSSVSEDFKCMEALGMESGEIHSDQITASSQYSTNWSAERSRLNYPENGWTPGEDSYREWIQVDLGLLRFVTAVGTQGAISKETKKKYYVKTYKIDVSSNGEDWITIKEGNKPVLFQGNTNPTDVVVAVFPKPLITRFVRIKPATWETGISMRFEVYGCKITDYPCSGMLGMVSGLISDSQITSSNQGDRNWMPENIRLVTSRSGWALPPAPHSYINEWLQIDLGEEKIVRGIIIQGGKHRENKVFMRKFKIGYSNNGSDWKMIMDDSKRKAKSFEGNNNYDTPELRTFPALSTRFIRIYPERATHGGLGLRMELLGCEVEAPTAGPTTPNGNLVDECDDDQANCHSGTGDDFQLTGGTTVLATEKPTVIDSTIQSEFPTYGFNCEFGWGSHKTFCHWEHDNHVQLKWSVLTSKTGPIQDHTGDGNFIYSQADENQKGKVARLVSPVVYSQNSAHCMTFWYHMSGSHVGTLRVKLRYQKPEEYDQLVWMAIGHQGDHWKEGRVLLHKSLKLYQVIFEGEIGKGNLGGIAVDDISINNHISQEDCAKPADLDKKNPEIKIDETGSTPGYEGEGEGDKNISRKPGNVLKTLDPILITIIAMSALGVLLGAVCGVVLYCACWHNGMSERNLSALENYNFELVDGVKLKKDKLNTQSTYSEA
Starred values were filed as active, the others as inactive; i = inactive; / = not tested or not shown; + = active, no number.

Values run as follows: DNMT1 block	Rpn11 block	MT1-MMP act inh	STEP block	SKN-1 block	Scp-1 inhibitor	SUMO1-SIM PPI	LMPTP block	NadD inh	CendR NRP1 mod
> CCC1NC(=O)c2cccnc2-n2c1nc1cc(OC)c(OC)cc1c2=O (stereo not drawn)
 : 5	i	3	-2	3	/	-1	-0.3	-6	-2
> COc1ccc(C(=O)NN(c2ccccc2)c2ccccc2)cc1
 : -1	i	-3	2	9	-4	0	0.2	-7	12
> Cc1ccc(-c2noc(C3CCN(C(=O)Nc4ccc(C#N)cc4)CC3)n2)o1
 : -1	i	2	1	-9	5	-1	-0.7	-7	2
> Cc1c(NC(=O)c2ccc(N(C)S(C)(=O)=O)cc2)c(=O)n(-c2ccccc2)n1C
 : -2	i	-3	3	7	-9	4	0.1	-7	11
> C=CCNc1nc(NCc2ccccc2)nc(OCC)n1
 : -2	i	3	-3	6	-2	2	-1.9	-5	8
> OC(COC(c1ccccc1)c1ccccc1)CN1CCc2ccccc2C1 (stereo not drawn)
 : 0	i	-2	2	-8	-2	2	1.2	-3	5
> Cc1ccccc1Sc1ccc(N)cn1
 : -10	+	-20	-1	17	1	0	0.3	-2	-186
> COc1ccc(C(=O)/C=C/Nc2ccc([N+](=O)[O-])cc2C)c(OC)c1
 : -5	i	-10	1	6	-8	-9	1.0	-6	-67
> Nc1cc(C(=O)OCC(=O)NNC(=O)c2cccs2)ccc1Cl
 : 1	i	4	-2	-2	-1	3	0.3	1	3
> CCOC(=O)Nc1c(O)ccc2oc(C)c(-c3ccccc3)c12
 : -1	i	2	4	6	-10	-2	0.5	-1	-6
> Cc1ccc(C)c(CN2C(=O)C3CCCN3c3ccc(C#N)cc32)c1 (stereo not drawn)
 : 0	i	7	1	3	-7	-7	0.1	25	11
> CCOC(=O)N1CCN(C(=O)c2noc(C(C)C)c2[N+](=O)[O-])CC1
 : 0	i	-1	1	14	-4	3	0.8	0	-10
> O=C(CSCc1ccccc1)Nc1ccc(F)c(F)c1
 : -6	i	2	-2	12	-8	2	-0.2	-8	-6
> COc1ccc(C2(C(=O)NC3CCCCC3)CCOCC2)cc1OC
 : -5	i	14	2	11	-3	-1	1.2	2	24*
> O=C1c2ccccc2C(=O)N1CCOc1cccc(Br)c1
 : -3	i	1	-2	25	-8	-14	3.1	-9	6
> C=CCn1c(SCc2cc(=O)n3cc(C)ccc3n2)nnc1-c1ccc(F)cc1
 : 3	i	3	-3	-11	-5	-9	-0.8	-4	10
> O=C(NCCCN1CCOCC1)c1c(F)c(F)c(F)c(F)c1F
 : 3	i	-1	-2	2	-2	-2	-2.4	0	17
> CCn1c(CCNC(=O)c2ccc(F)cc2)nc2ccccc21
 : 2	i	-2	0	15	33	0	-2.8	3	-2
> COC(=O)c1nc(N)sc1C(C)C
 : -1	i	2	-3	-4	-7	-6	-0.8	0	-11
> COc1ccc(C2=CC(=O)C[C@H](c3ccc4c(c3)OCO4)C2)cn1
 : -6	i	10	1	-10	-6	-24	0.5	-2	9
> COc1cc(/C=N/NC(=O)C(Cc2c[nH]c3ccccc23)NC(=O)OCC(C)C)cc([N+](=O)[O-])c1O (stereo not drawn)
 : -26	i	9	4	-1	-5	-12	0.7	24	22
> CSc1nnc(-c2cccc(C)c2)n1N
 : -1	i	4	0	-8	-5	-5	-0.1	-1	-4
> Cc1ccccc1NC(=O)CSC(=O)c1ccccc1
 : -1	i	-3	7	-1	-5	2	0.5	-2	-1
> COc1ccc(-c2cccc3c2C2CC3CCN2C(=O)OCc2ccccc2)cc1 (stereo not drawn)
 : 10	i	-2	0	18	-12	1	5.2	3	2
> CC(=O)Nc1sc2c(c1C#N)CCCC2
 : 4	i	0	-1	-2	0	4	-0.4	0	-3
> Cc1cc(OC(=O)c2ccc(F)cc2)c([N+](=O)[O-])c(=O)[nH]1
 : 0	i	0	0	6	-7	0	-1.1	6	4
> Cc1ccc(-c2nnc(SCC(=O)N/N=C/c3cccs3)n2-c2ccc(C)cc2)cc1
 : 4	i	1	6	1	-6	2	5.2	10	1
> CCOC(=O)C1(Cc2ccc(OC)cc2)CCN(S(C)(=O)=O)CC1
 : 2	i	4	-1	14	0	2	0.5	-4	0
> CSc1nnc(C(C)c2ncc(C(F)(F)F)cc2Cl)n1C (stereo not drawn)
 : 4	i	2	-1	-1	-3	-1	0.6	1	0
> COc1ccc(CCNc2nc(-c3ccc(F)cc3)c(CC(=O)O)s2)cc1OC
 : -6	i	-10	5	18	1	-3	0.3	3	-64
> COc1cc(OC)cc(C(=O)N[C@H](C(=O)NCc2ccc(F)cc2)C(C)C)c1
 : -4	i	-9	-1	-8	27	-1	-1.1	5	3
> CCC(Sc1nc(C)cc(=O)[nH]1)C(=O)Nc1nc2c(s1)CCCC2 (stereo not drawn)
 : -4	i	-2	-2	16	5	6	3.6	6	-1
> O=C(O)c1ccccc1NC(=O)c1ccccc1-c1ccccc1C(=O)O
 : 0	i	3	-2	-3	-8	5	-1.0	6	-4
> Cc1[nH]n(C2=NCCS2)c(=O)c1N=Nc1cccc(C(F)(F)F)c1
 : 4	i	-5	1	3	-4	-19	-0.8	0	6
> O=C(COC(=O)c1ccc(NS(=O)(=O)c2cccs2)cc1O)Nc1nc2ccccc2s1
 : -8	i	-6	-6	7	-11	21	2.4	15	-17
> CC(C)(C)c1ccc(S(=O)(=O)NC(=O)C2(C)CCN2C(=O)Cc2ccccc2Cl)cc1 (stereo not drawn)
 : 0	i	3	2	4	/	4	-0.6	-2	3
> COCCNC(=O)CCC(=O)NNc1nc2ccccc2c2nc(-c3ccccc3)nn12
 : 0	i	1	-3	16	-1	6	-0.3	3	12
> COCCCN(C(=S)Nc1ccc(OC)cc1)C(C)c1ccncc1 (stereo not drawn)
 : 0	i	-2	6	-3	14	-1	-1.3	-4	6
> Cc1ccc(N2CCC(N3CCN(C4CCCCC4)C(CCO)C3)CC2)cc1 (stereo not drawn)
 : 0	i	4	2	11	-4	-1	-0.4	-2	-2
> CCOC(=O)N1CCC(NC(=O)c2cc(C(=O)NC3CCN(Cc4ccccc4)CC3)ccc2CO)CC1
 : 3	i	-11	-1	-13	4	-6	0.0	0	8
> CCN1CCCC1CNC(=O)Cn1cc(C)c(=O)[nH]c1=O (stereo not drawn)
 : 6	i	1	-3	9	7	-8	-5.6	1	7
> COc1ccc([N+](=O)[O-])cc1NC(=O)CCN1CCN(CCO)CC1
 : 1	i	-2	2	-1	-4	-11	1.2	-3	10
> CC(=O)Nc1ccc(NC(=O)COC(=O)c2ccc([N+](=O)[O-])o2)cc1
 : -4	i	0	-4	-6	-3	-27	-1.6	-1	11
> COc1ccc(Cn2c(CO)cnc2SCC(=O)Nc2cccc(NC(C)=O)c2)cc1
 : -7	i	0	-3	-4	0	0	-0.6	-3	7
> COCC1OC(OC(C)C(O)c2cnc3nc(N)[nH]c(=O)c3n2)C(O)C(OC)C1O (stereo not drawn)
 : 2	i	3	1	14	/	6	-0.3	2	5
> C(=N\n1cncn1)/c1ccc(N2CCOCC2)cc1
 : 4	i	1	-3	-21	2	-8	0.2	1	-4
> c1cnc2ccc(C(c3nnnn3C3CCCCC3)N3CCN(C4CCCCC4)CC3)cc2c1 (stereo not drawn)
 : 1	i	2	-3	-4	-7	-4	-1.1	-7	0
> COc1ccc(S(=O)(=O)NCCSc2ccccc2)cc1OC
 : -4	i	-2	-1	0	-4	-3	0.2	-6	-2
> CC(=O)N1CSCC1C(=O)NNS(=O)(=O)c1ccccc1 (stereo not drawn)
 : 0	i	-1	2	9	-21	-1	-2.5	-7	-3
> Cc1cccc(C)c1NC(=O)C1C(c2ccc3c(c2)OCO3)=Nc2ccccc2N1C(=O)c1ccccn1 (stereo not drawn)
 : /	/	-4	/	-12	/	-8	1.6	/	-6

An excerpt from above in order of length of the SMILES, descending:
Values run as follows: DNMT1 block	Rpn11 block	MT1-MMP act inh	STEP block	SKN-1 block	Scp-1 inhibitor	SUMO1-SIM PPI	LMPTP block	NadD inh	CendR NRP1 mod
> Cc1cc(OC(=O)c2ccc(F)cc2)c([N+](=O)[O-])c(=O)[nH]1
 : 0	i	0	0	6	-7	0	-1.1	6	4
> COc1ccc(C2=CC(=O)C[C@H](c3ccc4c(c3)OCO4)C2)cn1
 : -6	i	10	1	-10	-6	-24	0.5	-2	9
> CCC1NC(=O)c2cccnc2-n2c1nc1cc(OC)c(OC)cc1c2=O (stereo not drawn)
 : 5	i	3	-2	3	/	-1	-0.3	-6	-2
> CCN1CCCC1CNC(=O)Cn1cc(C)c(=O)[nH]c1=O (stereo not drawn)
 : 6	i	1	-3	9	7	-8	-5.6	1	7

This is a random part of the collection; any-hit rate near 3.9%.
